Bioassay records: PubChem, Broad Institute
ERp5 inh: inhibitors of human ERp5; Q15084; ERp5 insulin aggregation, absorbance 650 nm, 90 min; inhibition, % at 9.99 µM; hit rate 0.05% among 350,000; AID 651711;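 active = mean replicate inhibition above about 25%, with every replicate also reaching it, limit read from the data, passing the limit was not always enough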
Target sequence (Q15084 whole entry, looked up): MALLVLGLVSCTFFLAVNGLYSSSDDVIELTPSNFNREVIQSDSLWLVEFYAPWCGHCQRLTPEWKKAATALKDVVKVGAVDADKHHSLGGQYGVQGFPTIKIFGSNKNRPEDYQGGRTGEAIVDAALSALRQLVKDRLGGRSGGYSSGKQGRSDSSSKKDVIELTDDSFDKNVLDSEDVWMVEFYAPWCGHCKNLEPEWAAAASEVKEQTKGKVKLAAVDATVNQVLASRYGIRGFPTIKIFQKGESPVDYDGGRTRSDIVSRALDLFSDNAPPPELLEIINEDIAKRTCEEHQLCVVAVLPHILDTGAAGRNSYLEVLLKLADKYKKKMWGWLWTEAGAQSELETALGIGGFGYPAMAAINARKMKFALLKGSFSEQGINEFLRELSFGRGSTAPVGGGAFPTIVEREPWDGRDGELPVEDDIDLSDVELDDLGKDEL
ARNT-TACC3 inh: disruptors of human ARNT/TACC3 interaction; inhibition, % at 9.99 µM; AlphaScreen His-ARNT PAS-B/GST-TACC3 binding, luminescence; TACC3 fragment carries E629A point mutation; AID 623870; Q9Y6A5; hit rate 0.66% among 390,000;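 active = mean inhibition of replicates at least 50% and at least half of replicates each reaching 50%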;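 also: 0% = complete ARNT plus TACC3 wells and 100% = ARNT alone without TACC3; many hits fall short of the cut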
Cneo AK release: Cryptococcus neoformans lysis via adenylate kinase release | C. neoformans lysis, adenylate kinase release luminescence, 4 h; normalised: neutral wells 0, clomiphene wells 100 | hit rate 0.2% among 360,000 | AID 651654 | lysis activity, % at 15 µM;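 active = mean lysis activity across replicates of at least 80%, whatever share of replicates individually reach that level; inactive = mean lysis activity below 80%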
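Material – Cryptococcus neoformans yeast cells · Quantity – 5 × 10^6 yeast cells/mL · Buffer or medium – YPD medium · Compound – single dose · Timing – 4 h static compound exposure, 37 °C, read 1 h post-reagent · Signal – adenylate kinase release luminescence · Read-out basis – lysis from increased AK signal · Benchmarks – Clomiphene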
Statin myotox sup: suppression of simvastatin myotoxicity. rescue of ATP level, % at 7.49 µM. AID 602340. C2C12 myotubes + simvastatin, ATP luminescence, 48 h; scaled: DMSO 0, geranylgeraniol control 100. hit rate 0.78% among 330,000;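 active = mean ATP rescue above about 67%, or every replicate alone reaching that limit, limit read from the data, passing the limit was not always enough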;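 also: myotubes were challenged with 10 µM simvastatin during compound exposure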
SIRT5 block: blocks human SIRT5 desuccinylation of peptide; AID 652115; Q9NXA8; Purified SirT5, succinyl-peptide AMC, trypsin-coupled fluorescence; hit rate 1.1% among 330,000; inhibition, % at 15 µM; in the data active = inhibition above about 15%
Target sequence (Q9NXA8 whole entry, looked up): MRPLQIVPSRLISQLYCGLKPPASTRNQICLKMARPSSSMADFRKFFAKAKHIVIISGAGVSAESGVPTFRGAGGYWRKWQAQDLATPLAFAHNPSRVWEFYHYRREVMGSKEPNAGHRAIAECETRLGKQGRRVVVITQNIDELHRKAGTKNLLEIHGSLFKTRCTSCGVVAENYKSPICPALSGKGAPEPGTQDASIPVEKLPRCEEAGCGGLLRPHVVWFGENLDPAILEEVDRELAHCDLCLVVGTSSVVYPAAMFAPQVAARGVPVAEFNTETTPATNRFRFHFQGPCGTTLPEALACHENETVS
esBAF inh: inhibitors of esBAF chromatin remodeling in mouse ES cells; reporter increase, % at 12.5 µM; Bmi1-luciferase knock-in reporter, 24 h; 100% = twice the neutral-well signal; hit rate 2% among 350,000; in the data active = activation above about 40%;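 also: 0% = median of the plate's neutral control wells and 100% = double that signal; a rise in the Bmi1 reporter signal indicates esBAF inhibition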
miR-122 sensor: inhibitors of miR-122 in Huh7 cells. Huh7 miR-122 Renilla luciferase sensor, 48 h; neutral wells = 0, positive control = 100. activation (reporter increase), % at 12.5 µM. hit rate 0.3% among 340,000;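 active = mean replicate activation score at least 90 and every replicate individually at or above 90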;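 also: higher luciferase means less miR-122 activity so hits act as miR-122 inhibitors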
The depositor's hits bear a star; . = not tested or not shown; & = joins results of further samples; [ ] = dose if it differs, or a comment.

Order of values – ERp5 inh, ARNT-TACC3 inh, Cneo AK release, Statin myotox sup, SIRT5 block, esBAF inh, miR-122 sensor
> CC(=O)c1cccc(NC(=O)N2CCCC2C(=O)NC2CCCC2)c1 (stereo unspecified)
  4, -1, 1, 1, 4, -5, 3
> COc1ccc(S(=O)(=O)N2CCOC2CNC(=O)C(=O)NCCCN2CCOCC2)cc1 (stereo unspecified)
  5, -2, 4, -2, 8, -3, 3
> COC(=O)CSc1nc2sc(C)c(C)c2c(=O)n1C
  ., -8, 1, 8, ., -10, -21
> COc1ccc(C(=O)Nc2ccc(NC(=O)C3CC3)cn2)cc1
  0, 2, -1, ., 0, ., -5
> Oc1sc(C=Nc2ccccc2)c2ccccc12
  ., 6, 0, 6, ., 77*, 0
> C[C@H]1CN([C@@H](C)CO)S(=O)(=O)c2ccc(Br)cc2O[C@H]1CN(C)C(=O)c1cccnc1
  1&3, 10, 1&-4, 7&1, -3&-4, -3&0, -3
> O=c1c2cnn(-c3ccc(F)cc3)c2ncn1Cc1ccc(F)cc1
  ., -3, 1, 13, ., -6, -5
> CC1CCCC(NC(=O)COC(=O)c2cccs2)C1C (stereo unspecified)
  -7, 1, -1, -2, -3, 2, -1
> Cc1ccc(-n2c(C)nnc2SCC(=O)NC2CC2)cc1
  -2, 0, 0, ., -2, ., -2
> CC(=O)c1cccc(-c2ccnc3c2CC(C(=O)NCc2cccs2)O3)c1 (stereo unspecified)
  -4, ., 0, -52, 0, -29, 10
> CCOC(=O)C1CCN(C(=O)NC23CC4CC(CC(C4)C2)C3)CC1
  3, -19, -2, -8, -2, -1, -5
> COc1ccc(C2CC(c3ccc4ccccc4c3)=NN2C(=O)CN2CCC(C(N)=O)CC2)cc1 (stereo unspecified)
  -12, 9, 1, -5, 0, 48*, -2
> CCOc1ccc(N2CC(C(=O)NCCc3c[nH]c4ccc(C)cc34)CC2=O)cc1 (stereo unspecified)
  1, -2, 3, 9, -2, -2, .
> COc1ccc2cc(C(c3nnnn3CC3CCCO3)N3CCOCC3)c(=O)[nH]c2c1 (stereo unspecified)
  ., -6, -1, 2, ., -1, 0
> CCOc1ccccc1CN1CCCC(CNS(=O)(=O)c2ccc(OC)cc2)C1 (stereo unspecified)
  -6, 4, -2, -4, -1, 0, -4
> O=C(c1ccc(S(=O)(=O)c2ccc(Cl)cc2)cc1)N1CCOCC1
  4, -6, ., ., -4, ., .
> Cc1cc(C)cc(NC(=O)C2CCN(C(=O)c3cccs3)CC2)c1
  1, -1, 8, 2, 3, -13, -6
> CCN(CC)c1ncnc2c1[nH]c1ccccc12
  ., -6, -2, ., ., -26, 0
> COc1ccccc1NC(=S)NCCc1ccc(F)cc1
  -3, 2, ., ., 1, ., 5
> O=C(COc1ccc([N+](=O)[O-])cc1)Nn1cnnc1
  5, ., ., ., -6, ., -4

Structures shown so far containing fluorine (2):
Order of values – ERp5 inh, ARNT-TACC3 inh, Cneo AK release, Statin myotox sup, SIRT5 block, esBAF inh, miR-122 sensor
> O=c1c2cnn(-c3ccc(F)cc3)c2ncn1Cc1ccc(F)cc1
  ., -3, 1, 13, ., -6, -5
> COc1ccccc1NC(=S)NCCc1ccc(F)cc1
  -3, 2, ., ., 1, ., 5

Later entries:
Order of values – ERp5 inh, ARNT-TACC3 inh, Cneo AK release, Statin myotox sup, SIRT5 block, esBAF inh, miR-122 sensor
> c1ccc(Cc2c[nH]c3ccccc23)cc1
  3, 5, 1, 24, 7, -7, -5
> Cc1cc(=O)n2nc(N3CCC(C(=O)NCC(C)c4ccccc4)CC3)sc2n1 (stereo unspecified)
  0, 7, 0, 37, 3, 6, -2
> Cc1ccccc1CN1CCN(C(=O)c2cc(-c3ccncc3)nc3ccccc23)CC1
  -1, 14, -2, -5, 1, 8, -6
> CCN(CC)CCNC(=O)c1ccc(NC(=O)c2cc(-c3ccco3)nc3ccccc23)cc1
  4, 1, 2, -8, -1, 1, -7
> COc1ccc(-c2ccc(CN3C(C)C(=O)N(Cc4cn(CCC5OCCO5)nn4)CCS3(=O)=O)cc2)cc1 (stereo unspecified)
  -5, ., 1, -5, -1, 4, 7
> Cc1ccc(S(=O)(=O)Nc2ccc3c(c2)C(=O)N([C@H](C)CO)C[C@@H](C)[C@H](CN(C)S(=O)(=O)c2c(C)noc2C)OCCCC[C@@H](C)O3)cc1
  4, -5, 0, ., 9, 14, -4[16.7 µM]
> CCc1ccc(C(N)=S)cc1
  8, -13, 0, 12, -5, 4, -7
> CC1(C)c2[nH]c3ccccc3c2C[C@H]2C(=O)N(CCCO)CC(=O)N21
  -9, -4, 0, 20, 0, -10, 3
> COc1ccc(CN(C)C[C@H]2OCCCC[C@H](C)Oc3ccc(NC(=O)Nc4ccc(F)cc4)cc3C(=O)N([C@@H](C)CO)C[C@H]2C)cc1
  -3, 5, 51, -8, 8, -1, -9[16.7 µM]
> C[C@@H]1CN([C@H](C)CO)C(=O)c2cccc(NC(=O)c3ccncc3)c2O[C@H]1CN(C)Cc1ccncc1
  11, -5, -2, 11, 1, 3, 5[16.7 µM]
> Cc1cccnc1C(NC(=O)C1CCN(CCCc2ccccc2)CC1)c1ccc(F)cc1 (stereo unspecified)
  -4, ., -2, 19, -3, 3, -6
> Cc1cc(N2C(=O)C(O)=C(C(=O)c3cc4ccccc4o3)C2c2ccc(Cl)cc2)no1 (stereo unspecified)
  6, 10, -2, 6, 13, 8, -12
> COc1ccc(OCC(=O)OCC(=O)Nc2cc(S(=O)(=O)N3CCOCC3)ccc2Cl)cc1
  0, 14, 0, 4, ., -3, .
> C[C@H]1CN([C@@H](C)CO)C(=O)c2cc(-c3ccccc3F)cnc2O[C@H]1CN(C)C(=O)C1CC1
  4, 0, -2, -196, 2, ., -3[16.7 µM]
> COc1ccc(-c2cc(C)no2)cc1S(=O)(=O)N1CCN(c2ccccc2F)CC1
  -10, 6, -6, 9, 4, 5, 9
> CC(C)NC(=O)Nc1ccc2c(c1)C(=O)N([C@H](C)CO)C[C@H](C)[C@H](CN(C)C(=O)CCC(F)(F)F)OCCCC[C@H](C)O2
  -2, ., 0, ., 5, ., 9[16.7 µM]
> CCN(CC)C(=O)[C@H]1C[C@H](CC(=O)NCC23CC4CC(CC(C4)C2)C3)C(=O)N2CCc3c([nH]c4ccc(Cl)cc34)[C@]12C
  -2, -2, -1, 5, -3, 3, -16
> Cc1ccc(S(=O)(=O)CCSc2cccc(C(=O)Nc3ccccc3C(=O)O)c2)cc1
  ., -7, -5, 9, ., -4, -7
> O=c1nc(Nc2ccccc2)oc2ccccc12
  -1, -3, -5, -3, -3, 32, 5
> O=C(Nc1nccs1)c1nc(-c2ccccc2)n(-c2ccccc2)n1
  ., 3, 0, 7, ., -3, -3

In the list so far, three have an aryl thioether with sulfur outside any ring.
Order of values – ERp5 inh, ARNT-TACC3 inh, Cneo AK release, Statin myotox sup, SIRT5 block, esBAF inh, miR-122 sensor
> COC(=O)CSc1nc2sc(C)c(C)c2c(=O)n1C
  ., -8, 1, 8, ., -10, -21
> Cc1ccc(-n2c(C)nnc2SCC(=O)NC2CC2)cc1
  -2, 0, 0, ., -2, ., -2
> Cc1ccc(S(=O)(=O)CCSc2cccc(C(=O)Nc3ccccc3C(=O)O)c2)cc1
  ., -7, -5, 9, ., -4, -7

(more compounds)
Order of values – ERp5 inh, ARNT-TACC3 inh, Cneo AK release, Statin myotox sup, SIRT5 block, esBAF inh, miR-122 sensor
> CCOc1cc(C(=O)NCc2ccc(C)cc2)ccc1OCC(=O)N1CCOCC1
  3, -3, ., ., -1, ., .
> Cn1c(SCC(=O)NCc2ccccc2)ncc(C(=O)Nc2ccccc2)c1=O
  1, -3, -1, 7, 1, 8, 4
> COc1ccc(C(=O)NCC(=O)OCc2nc(N)nc(Nc3ccccc3C)n2)cc1
  1, 7, 1, 0, -5, -2, .
> CC(=O)Nc1ccc(NC(=O)C2CCCN2S(=O)(=O)c2cccc(C(F)(F)F)c2)cc1 (stereo unspecified)
  5, -5, 2, 5, 2, -2, -2
> CO[C@@H]1CN(C)C(=O)c2ccc(NS(C)(=O)=O)cc2OC[C@@H](C)N(Cc2cncnc2)C[C@@H]1C
  7, -10, 2, 8, -2, -1, -2[16.7 µM]
> C[C@H](CO)N1C[C@H](C)[C@H](CN(C)Cc2ccncc2)Oc2ncc(C#CC3CCCC3)cc2C1=O
  -6, -3, 8, 21, -2, -3, 10[16.7 µM]
> CNC[C@@H]1Oc2c(NS(=O)(=O)c3ccc(F)cc3)cccc2C(=O)N([C@H](C)CO)C[C@@H]1C
  3, ., 0, 13, ., -2, -7[16.7 µM]
> CNC(C)C(=O)NC(C(=O)NC(C)C(=O)Nc1cccc2ccccc12)C(C)C (stereo unspecified)
  1, ., 2, 24, -8, 9, 5
> COc1ccc(OCC(=O)Nc2ccc(S(=O)(=O)N3CCCCC3)cc2)cc1
  -3, ., -1, -2, 0, 19, 2
> CCN1C(=NCC2CC2)N[C@@H](c2cccc(C(F)(F)F)c2)C(C(=O)OC)=C1C
  ., -24, 2, -56, ., -4, 1
> O=S(=O)(Nc1ccc(F)cc1)N1CCCCCC1
  ., -1, 2, -6, ., -11, 52
> CC(C)C1C(=O)N(Cc2cn(CC3CCCCC3)nn2)CCS(=O)(=O)N1Cc1ccc(-c2ccncc2)cc1 (stereo unspecified)
  -1, ., -1, -11, 1, 2, 1
> COc1cccc(-n2c(CN3CCN(c4ccccc4)CC3)nc3ccc([N+](=O)[O-])cc3c2=O)c1
  5, -8, 0, ., ., ., 1
> CCCN(C)C[C@H]1Oc2ncc(-c3cccc(C#N)c3)cc2C(=O)N([C@H](C)CO)C[C@@H]1C
  11, -2, -10, 10, 1, 1, 8[16.7 µM]
> O=C(Nc1ccc(N2CCOCC2)cc1)c1ccc(Cl)c(S(=O)(=O)N2CCCC2)c1
  -2, -6, 2, 15, 1, -29, -3
> O=C(/C=C/Nc1ccc(F)cc1F)c1ccco1
  -2, -2, ., 6, ., -32, 19
> CC(CCc1ccccc1)NC(=O)/C=C/c1ccc(Cl)cc1 (stereo unspecified)
  ., -3, 3, ., ., ., -7
> O=S(=O)(c1ccc(F)cc1)N1CCN(CCOc2ccccc2)CC1
  0, -12, 1, 1, -2, ., -3
> CCc1ccccc1NC(=O)CNC(=O)c1cccc(S(=O)(=O)N2CCN(Cc3ccccc3)CC2)c1
  3, -24, 6, 13, 1, 2, 98
> C[C@H](CO)N1C[C@H](C)[C@@H](CN(C)C(=O)CN(C)C)Oc2cc(C#CC(C)(C)O)ccc2S1(=O)=O
  -2, -11, -2, 20, -8, 3, 16[16.7 µM]
> COc1ccc(-c2sc3ccc(OC)cc3c2-c2ccc(O)cc2)cc1
  5, 14, -4, 5, -2, -5, 14
> CCn1c2ccccc2c2cc(NC(=O)N3CCCCC3)ccc21
  1, ., -1, 1, ., 96*, .
> COc1ccccc1Cc1c(-c2ccccc2)nc2ccc(Br)cn12
  -5, ., -1, -2, -3, 52*, -1
> CS(=O)(=O)Nc1ccccc1Oc1ccccc1
  ., -20, 2, 10, ., -7, 1
> CC#CC[N+](C)(CC#CC)CC(=O)c1ccccc1
  4, -2, ., ., -3, ., .
> CCN1CCN(C(=O)c2ccc(S(=O)(=O)Nc3ccccc3)cc2)CC1
  ., -12, -1, 14, -11, -1, .
> CNC(=O)C[C@@H]1CC[C@@H]2[C@H](COc3ccc(NC(=O)c4cc(F)cc(F)c4)cc3C(=O)N2C)O1
  -2, -2, -2, 7, 16*, 1, 8[16.7 µM]
> CC(=O)NC(=S)Nc1ccc(N2CCOCC2)c(S(=O)(=O)Nc2cc(Cl)ccc2Cl)c1
  0, 0, ., ., 4, ., .
> CCN(C(=O)c1cc2ccccc2oc1=O)c1cccc(C)c1
  ., -27, -1, 10, ., 20, -4
> c1csc(-c2nc3ccccc3s2)c1
  -1, -7, -2, 22, -6, 47*, -2
> NC(=O)c1ccc(NC(=O)C2CC(=O)N(c3ccc4c(c3)OCCO4)C2)cc1 (stereo unspecified)
  ., 3, -1, 13, -1, -5, 5
> O=C(N/N=C\c1ccc2c(c1)OCO2)c1ccc(Cn2cc(Br)c([N+](=O)[O-])n2)o1
  3, -15, 0, ., -1, ., .
> O=C(NCC1CCCO1)C1CCCCN1S(=O)(=O)c1ccc(F)cc1 (stereo unspecified)
  ., -7, -2, ., ., ., -2
